# DT40 TDP1 CPT = qHTS for Inhibitors of human tyrosyl-DNA phosphodiesterase 1 (TDP1): qHTS in cells in presence of CPT; chicken DT40 Tdp1-/-;hTDP1 cells + 20 nM CPT, ATP luminescence, 48 h; Potency, µM (top dose mostly 46.2 µM), for inactives: at the top dose activity change, negative = growth inhibition, usual class: inhibitors; 420,000 tested, 12% active; AID 686979, 2013; also: nearly all actives have a fitted effect of over 55% in size
#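 Chicken DT40 Tdp1-/- cells stably complemented with human TDP1 were seeded at 400 cells/well in medium containing 20 nM camptothecin, exposed to pin-transferred compounds, and grown at 37 °C for at least 48 hr. Viability was read as ATP luminescence.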
# FEN1 inh = qHTS Assay for the Inhibitors of Human Flap endonuclease 1 (FEN1) | P39748 | Recombinant FEN1 flap cleavage, fluorescence, 15 min | Potency, µM (top dose mostly 114 µM), for the others: top-dose activity change, negative = inhibition, usual class: inhibitors | 390,000 tested, 0.35% active | AID 588795, 2011; also: nearly all actives have a fitted effect of over 65% in size
# Target sequence (P39748 whole entry, looked up): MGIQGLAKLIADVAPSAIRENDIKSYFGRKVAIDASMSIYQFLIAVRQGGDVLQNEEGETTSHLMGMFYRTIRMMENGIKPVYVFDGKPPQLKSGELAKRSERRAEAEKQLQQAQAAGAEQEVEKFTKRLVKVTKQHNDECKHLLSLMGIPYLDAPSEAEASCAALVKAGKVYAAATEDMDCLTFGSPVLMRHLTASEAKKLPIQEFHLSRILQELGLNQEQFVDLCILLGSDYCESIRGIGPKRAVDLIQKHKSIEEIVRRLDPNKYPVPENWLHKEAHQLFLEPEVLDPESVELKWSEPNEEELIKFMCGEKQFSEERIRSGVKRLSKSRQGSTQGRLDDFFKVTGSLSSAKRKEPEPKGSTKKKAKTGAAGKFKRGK
#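 Steps: FEN1 (10 nM) dispensed; compound added by pin tool; 15 min at room temperature; substrate added to 50 nM final; reads at 0 min and 15 min; data normalized and fitted (four-parameter Hill).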
# GCN5L2 inh = qHTS Assay for Inhibitors of GCN5L2. GCN5L2 HAT assay, ThioGlo1 CoA-SH fluorescence. Potency, µM (titrated, usually from 58.9 µM), without a hit: at the highest dose activity change, negative = inhibition, usual class: inhibitors. 390,000 tested, 0.21% active. AID 504327, 2011
#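 Enzyme at 20nM final was mixed with library compounds for 15 min at room temperature. Peptide H3(1-25) at 75uM, acetyl-CoA at 70uM and ThioGlo1 at 50uM were then added. Plates were read immediately and after 20 min (Ex340nm/Em540nm).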
# * hit, by the source's call; ? = inconclusive; / = no result given; & = joins results of further samples; [ ] = remark or other dose. Calls follow the shape of the dose curve; as a rule, active = well fitted curve in the direction sought with a large enough effect; inconclusive = small, poorly fitted or top-dose-only effect, or another doubt; inactive = no such curve, though single readings can be large; an effect the other way counts as inactive or inconclusive. % is scaled to controls: 0 for no effect and ±100 for the full control effect; potency is read from the fitted curve at half-maximal effect.
nr	compound	DT40 TDP1 CPT	FEN1 inh	GCN5L2 inh
1	Cc1ccc(NC(=O)CN(C)S(=O)(=O)c2cccs2)c(Br)c1	-7%	11%	-6%
2	CC(C)c1ccc(CNCc2ccccc2)cc1	-26%	-12%	-4%
3	Cc1ccc(S(=O)(=O)Nc2c(C)n(C)n(-c3ccccc3)c2=O)cc1C(=O)NCc1ccco1	-82%	-2%	/
4	Cn1c(-c2ccccc2O)cc2ccccc21	?	-10%	-4%
5	COCCCNC(=S)N(Cc1ccccc1)Cc1nc2ccccc2c(=O)[nH]1	6%	-5%	-2%
6	CCC1CCCCN1C(=O)CSc1nnc(-c2ccc(Cl)cc2)o1 (stereo not given)	21µM*	-3%	-9%
7	CCOC(=O)N1CCN(C(=O)CCc2c(C)nc3nc(C)nn3c2C)CC1	7%	-2%	-12%
8	COC(=O)c1sccc1NC(=O)C1CC(C)=C(C)CC1C(=O)O (stereo not given)	0%	-7%	2%
9	CCCN(Cc1cccs1)C(=O)Nc1ccccc1C	-27%	-20%	-10%
10	Cc1c(Cl)cccc1NC(=O)Cc1cccs1	-12%	21%	1%
11	O=C(CN1C(=O)c2ccccc2S1(=O)=O)NCc1cccnc1	-3%	2%	-2%
12	COc1ccccc1NC(=S)N1C2CCC1CC(NC(=O)NC13CC4CC(CC(C4)C1)C3)C2 (stereo not given)	?	-16%	-7%
13	CCOC(=O)N1CCN(C(=O)CCn2nc(-c3ccc(Cl)cc3)ccc2=O)CC1	-25%	-4%	-2%
14	Cc1cc(OCC(=O)Nc2ccc(CN3CCCCC3)cc2)ccc1Cl	3%	3%	-18%
15	COc1ccc(NS(=O)(=O)c2cccc(N3CC(O)=C(c4ccccc4)C3=N)c2)cc1	-4%	-11%	-11%
16	CC(C)Oc1ccc(S(=O)(=O)N2CCOCC2)cc1NC(=O)C1=NN(c2ccccc2)C(=O)CC1	?	-6%	-8%
17	COc1ccc(C2CC(=O)N(CC(=O)NCC3CCCO3)c3ccccc3S2)cc1 (stereo not given)	-27%	-3%	1%
18	CC(C)c1ccccc1-n1cc[nH]c1=S	-8%	-7%	-9%
19	Cc1ccccc1S(=O)(=O)Nc1cccnc1	1%	-6%	-2%
20	COCCn1c(SCC(=O)N2CCC(C)CC2)nc2c(c1=O)SCC2	-27%	6%	-23%
21	O=C(c1ccc(Cl)cc1)N1CCCC(C(=O)N2CCN(c3ccccc3)CC2)C1 (stereo not given)	-26%	7%	-6%
22	COc1ccc(S(=O)(=O)Nc2nc3c(s2)CCCC3)cc1	?	11%	-2%
23	CC(c1ccccc1)n1c(N2CCNCC2)nc2c1c(=O)[nH]c(=O)n2C (stereo not given)	2%	13%	0%
24	Cn1c(/C(C#N)=C(\O)CN2CCN(Cc3ccccc3)CC2)nc2ccccc21	-15%	-3%	0%
25	CCN(CC(=O)NCc1ccc(F)cc1)Cc1nc2cc(Cl)ccc2c(=O)[nH]1	-13%	-9%	-13%
26	Cc1ccc(C)c(N2CCN(CCCNC(=O)c3nnc(Cc4ccc(F)cc4Cl)o3)CC2)c1	2.6µM*	-20%	-14%
27	COc1ccc(-c2cc(C(=O)Nc3ccc(C)c(N)c3)c3ccccc3n2)cc1	?	-22%	-10%
28	CC1C(=O)N2CCCc3cc(NS(=O)(=O)c4ccc(F)cc4)cc1c32 (stereo not given)	9%	1%	4%
29	O=C(O)C1Cc2c([nH]c3ccccc23)C(c2ccc3c(c2)OCO3)N1 (stereo not given)	-13%	2%	-1%
30	Cn1c(=O)c2c(nc3sccn32)n(C)c1=O	-6%	-6%	-5%
31	Cc1nn(-c2ccccc2)c(Cl)c1C(=O)NCC(C)C	-14%	-2%	-3%
32	CCc1ccc(CNC(=O)c2nn(-c3ccc(C)cc3)c(=O)c3c2c2ccccc2n3C)cc1	-7%	13%	-1%
33	Cc1ccc2c(c1)cc1c(=O)n(CC(=O)N3CCCCC3)nc(C)n12	1%	-7%	-5%
34	COc1ccccc1N(CC(=O)NCC1CCCO1)C(=O)CNS(=O)(=O)c1ccc(C)cc1 (stereo not given)	-14%	-7%	?
35	CCOc1ccccc1C(=O)Nc1cccc2ccccc12	6%	-10%	-5%
36	Cc1cccc(CNC(=O)c2cnc3sc(N4CCCCC4)nn3c2=O)c1	?	14%	-1%
37	O=C1CC(c2ccccc2)CC(O)=C1C=NCCN1CCN(Cc2ccccc2)CC1 (stereo not given)	?	-4%	-3%
38	CNC(=O)c1oc(-c2ccc(Cl)cc2)nc1C	8%	-10%	0%
39	CCOC(=O)c1sc2ccccc2c1S(=O)(=O)Nc1ccc(OC)c(Cl)c1	?	-5%	-12%
40	COc1ccc(-c2cc(C(=O)NC(C)C)no2)cc1	3%	3%	-6%
41	CC(C)[C@H](NC(=O)c1ccco1)C(=O)OCC(=O)NC12CC3CC(CC(C3)C1)C2	-23%	0%	-11%
42	CCCCC(=O)Nc1ccccc1C(=O)OCC(=O)c1ccc2c(c1)OCCO2	?	-6%	-14%
43	N#Cc1ccc(C(=O)Nc2cc(-c3ccccc3)nn2-c2ccccc2)cc1	?	-26%	-10%
44	CCC(C)(C)NC(=O)C1CCN(S(=O)(=O)c2ccc3c(c2)CCCN3C(C)=O)CC1	3%	-11%	2%
45	CCN1CCN(c2nc(N)c([N+](=O)[O-])c(Nc3ccc(C)cc3)n2)CC1	?	-6%	1%
46	CC(C)CCNC(=O)CN(Cc1ccco1)C(=O)CCC(=O)Nc1nccs1	0%	3%	-3%
47	CC(Sc1ccc2c(c1)OCCO2)C(=O)Nc1ccc2c(c1)OCO2 (stereo not given)	-18%	13%	-1%
48	COc1ccccc1NC(=O)Nc1cc(C(C)C)ccc1C	-18%	1%	0%
49	CCC1C(=O)N=C(SCC(=O)Nc2cccc3ccccc23)NC1=O (stereo not given)	-19%	17%	0%
50	CC(=O)N1CCCc2cc(S(=O)(=O)N3CCCC(C(=O)Nc4ccc(F)cc4F)C3)ccc21 (stereo not given)	?	11%	1%
51	Cc1ccc(S(=O)(=O)N2CCN(C(=O)CCc3c[nH]c4ccccc34)CC2)cc1	?	3%	-1%
52	O=C(c1ccc(Cl)cc1Cl)N1CCN(c2ccc(N3CCOCC3)nn2)CC1	-27%	-1%	-17%
53	CCCCCCNc1c([N+](=O)[O-])cc(C)cc1[N+](=O)[O-]	-16%	5%	/
54	CCc1ccccc1Nc1nc(N)nc(COC(=O)c2c(C)noc2C)n1	?	-15%	0%
55	Cc1ccc(C(=O)NCc2ccc3c(c2)OCO3)cc1C	-13%	16%	23%
56	COc1ccc(C2C(C(=O)N3CCN(c4ccccc4)CC3)c3ccccc3C(=O)N2C)cc1OC (stereo not given)	-3%	-2%	5%

# Other structures:
nr	compound	DT40 TDP1 CPT	FEN1 inh	GCN5L2 inh
57	COc1ccc(C(=O)Nc2nc3n(n2)C(c2ccc(F)cc2)C=C(c2ccc(Cl)cc2)N3)cc1 (stereo not given)	15µM*	-1%	-7%
58	COc1cccc(Cn2c(=O)n(-c3ccccc3C)c(=O)c3c2c2cc(C)ccc2n3C)c1	18µM*	2%	-22%
59	Cc1cc(C)nc(SC2=CS(=O)(=O)c3ccccc32)n1	?	8%	-4%
60	CN(Cc1cc2cc(F)ccc2[nH]1)Cc1nc(-c2cnccn2)no1	9%	-9%	-4%
61	O=C(NCc1cccs1)c1cnc2ccccn2c1=O	14%	-10%	-4%
62	COc1cc2nc(CC(C)C)n(NC(=O)c3ccccc3)c(=O)c2cc1OC	-7%	0%	2%
63	Cc1ccc(Cn2cnc3ccccc32)cc1C	13µM*	-8%	0%
64	COc1ccc(CCNC(=O)CSc2nnc3ccc(-c4ccncc4)nn23)cc1	-28%	20%	-21%
65	Cc1cc(Cl)ccc1C(=O)C1CCCN(C(=O)c2ccsc2)C1 (stereo not given)	?	-1%	/
66	COc1ccc(N(CC(=O)NCCc2ccc(C)cc2)S(=O)(=O)c2c(C)noc2C)cc1	21µM*	-6%	-2%
67	Cc1oc2cc(O)ccc2c(=O)c1Oc1ccc2ccccc2c1	-11%	-2%	?
68	CSCCC(NC(=O)c1cc([N+](=O)[O-])ccc1Cl)C(=O)O (stereo not given)	8%	-1%	1%
69	CCOc1ccc(C(=O)NCc2ccccc2)cc1Br	9%	-12%	-2%
70	O=C1CCC(=O)N1N1C(=O)C2C3c4ccccc4C(c4ccccc43)C2C1=O (stereo not given)	13%	12%	-1%
71	CCC(=O)Nc1c(C)nn(C(=O)CC)c1C	10%	-5%	-4%
72	Cn1c(=O)c([N+](=O)[O-])c(N2CCN(Cc3ccc4c(c3)OCO4)CC2)c2ccccc21	13µM*	-10%	-12%
73	O=C(NC(=S)Nc1nc(-c2ccccc2)cs1)c1ccco1	?	14%	-12%
74	COc1ccc(C2=NS(=O)(=O)N(C)C(C(=O)NC3CCCC3)=C2)cc1OC	?	-4%	-16%
75	CCn1c(SCC(=O)NC2=NCCS2)nnc1C(C)NC(=O)c1ccc(Cl)cc1 (stereo not given)	-9%	0%	-1%
76	Cc1c(N(C)C(=O)c2ccccc2F)c(=O)n(-c2ccccc2)n1C	-1%	1%	1%
77	COc1ccc(C(=O)Nc2ccc(S(=O)(=O)Nc3cc(C)nc(C)n3)cc2)c(OC)c1	21µM*	-3%	-6%
78	O=C(NNC(=O)C1CC(c2cccs2)=NO1)Nc1ccccc1 (stereo not given)	3%	-6%	-28%
79	CN1CCC(N(C)CC(=O)Nc2ccc3c(c2)OC(F)(F)O3)CC1	-4%	-15%	-4%
80	CC1(C)Cc2ccccc2-c2[nH]c(=S)[nH]c(=O)c21	10%	-8%	-20%
81	CCN1CCN(c2ncc3c(n2)CC(c2cc(OC)c(OC)c(OC)c2)CC3=O)CC1 (stereo not given)	4.6µM*	4%	-5%
82	COc1ccc(Cl)cc1-c1nc(SCC(=O)NC(C)C(C)C)n[nH]1 (stereo not given)	10%	-4%	-8%
83	CCN(C(=O)COC(=O)CCC(=O)c1cccs1)C1CCCCC1	-12%	20%	-3%
84	CN(C)c1ccc(-c2nnc(-c3cccnc3)o2)cc1	-14%	10%	-18%
85	Cc1ccc(CNc2nc3ccccc3s2)s1	-9%	10%	-3%
86	CCOCC(O)CNC(=O)c1ccc(OC2CCN(C(=O)c3cccnc3)CC2)cc1 (stereo not given)	-13%	7%	-2%
87	COC(=O)C1=C(C)n2cnnc2NC1c1ccc(Cl)cc1 (stereo not given)	9%	?	0%
88	O=C1NCC(NC(=O)C(F)(F)F)c2cc3c(cc21)OCO3 (stereo not given)	9%	-3%	-11%
89	CCN(CC(=O)Nc1ccc(NC(C)=O)cc1)C(=O)c1cccc(S(=O)(=O)N2CCc3ccccc3C2)c1	-13%	5%	-4%
90	COC(=O)c1ccc(Oc2nc3c(c(=O)n(C)c(=O)n3C)n2C(C)C)cc1	?	-8%	2%
91	CN(C)C(=O)c1ccc(-c2ccc3ncnc(Nc4ccccc4)c3c2)cc1	?	/	-23%
92	Nc1c(C(=O)NCC2CCCO2)sc2nc3c(c(-c4ccco4)c12)CC/C3=C\c1ccco1 (stereo not given)	?	3.2µM*	?
93	CCCC(=O)Nc1ccc2c(c1)nc(CCN1CCCCC1)n2C	3%	-4%	-22%
94	COc1ccc(C)cc1NC(=O)CN1C(=O)COc2ccc(S(=O)(=O)N3CCOCC3)cc21	-13%&-28%	6%&-10%	-7%&-5%
95	Cc1ccccc1C(=O)N1CCC(C(=O)NC(C)c2ccc(-n3ccnc3)cc2)CC1 (stereo not given)	1%	-4%	0%
96	O=C(O)COc1ccc(/C=N/Nc2nc(Nc3ccccc3)nc(N3CCCCC3)n2)cc1	?	13%	-8%

# Next part, overlapping the part above by three compounds.
nr	compound	DT40 TDP1 CPT	FEN1 inh	GCN5L2 inh
94	COc1ccc(C)cc1NC(=O)CN1C(=O)COc2ccc(S(=O)(=O)N3CCOCC3)cc21	-13%&-28%	6%&-10%	-7%&-5%
95	Cc1ccccc1C(=O)N1CCC(C(=O)NC(C)c2ccc(-n3ccnc3)cc2)CC1 (stereo not given)	1%	-4%	0%
96	O=C(O)COc1ccc(/C=N/Nc2nc(Nc3ccccc3)nc(N3CCCCC3)n2)cc1	?	13%	-8%
97	COc1ccc(CNc2ncnc3ccc(-c4ccc(C(=O)N(C)C)cc4)cc23)c(OC)c1	?	/	-11%
98	Cc1cccc(OCCC(=O)Nc2c(C)n(C)n(-c3ccccc3)c2=O)c1	-4%	-1%	-9%
99	Cc1onc(-c2c(F)cccc2Cl)c1C(=O)Nc1c(C)n(C)n(-c2ccccc2)c1=O	-19%	7%	0%
100	CC(C)(C)NC(=O)C1Cc2ccccc2CN1 (stereo not given)	-9%	39%[activator]	-8%
101	CCOc1ccc(C(=O)OC(C)C(=O)N2CCN(Cc3ccccc3)CC2)cc1 (stereo not given)	16µM*	2%	3%
102	CCN1CCCC1CNC(=O)C1CCCN(S(=O)(=O)c2cccc3nsnc23)C1 (stereo not given)	-8%	3%	-10%

# Screening data (PubChem BioAssay)

# Some of the compounds tested; rates above refer to the full screens.
